Source: PubChem
LAP4-GFP MLPCN – alters LAP4-GFP fluorescence in TOR pathway yeast screen; AID 2023; S. cerevisiae LAP4-GFP multiplex, flow cytometry GFP, 3 h; median GFP as percent of DMSO wells; 0.34% of 320,000 active; GFP response vs DMSO, % at 10 µM;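 active = GFP response vs DMSO above a set limit, about the screen mean plus 3 SD, cut at about 150% in these data; inconclusive = under 70 cell events counted for the yeast strain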
GASC-1 inh – human JMJD2C demethylase inhibition; Q9H3R0; GST-JMJD2C(1-420) H3K9me3 demethylation, DELFIA europium; inhibition, % at 2.35 µM; 0.069% of 330,000 active; AID 2099;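 active = more than half of a compound's replicate wells show inhibition beyond 50%, single wells judged on their own value; inconclusive = some, but no more than half, of replicates pass 50% inhibition; inactive = no replicate passes 50% inhibition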;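 also: signal counts dimethyl H3K9 product captured on neutravidin plate; 0% = median of DMSO wells and 100% = 0.3 times that DMSO median; strong numbers were not always called active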
Target sequence (Q9H3R0 1-420 limits assumed): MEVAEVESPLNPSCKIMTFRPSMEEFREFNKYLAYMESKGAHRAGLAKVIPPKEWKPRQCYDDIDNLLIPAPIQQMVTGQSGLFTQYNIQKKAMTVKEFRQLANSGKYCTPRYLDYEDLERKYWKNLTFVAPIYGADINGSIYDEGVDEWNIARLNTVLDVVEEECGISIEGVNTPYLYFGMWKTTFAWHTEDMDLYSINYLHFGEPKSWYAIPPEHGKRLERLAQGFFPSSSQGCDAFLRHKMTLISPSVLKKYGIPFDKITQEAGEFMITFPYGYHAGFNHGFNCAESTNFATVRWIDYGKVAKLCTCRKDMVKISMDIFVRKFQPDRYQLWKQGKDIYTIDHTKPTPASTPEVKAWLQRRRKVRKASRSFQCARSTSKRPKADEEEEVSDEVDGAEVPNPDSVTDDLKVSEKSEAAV
RPL19A TOR yeast – yeast TOR pathway RPL19A-GFP modulation. S. cerevisiae RPL19A-GFP strain, flow cytometry, 3 h; stronger effect = lower value. percent response vs DMSO, % at 10 µM. 0.3% of 330,000 active. AID 2025;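 active = percent response vs DMSO below 50%; inconclusive = fewer than 70 events counted for the yeast strain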;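 also: median channel GFP fluorescence of the barcoded RPL19A-GFP strain; ratio of sample median GFP to plate DMSO average so 100% = DMSO; lower means less RPL19A-GFP as with rapamycin TOR inhibition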
GRK2 aptamer HTS – blocks RNA aptamer binding to human GRK2. inhibition of aptamer binding, % at 10 µM. AID 488847. bead flow cytometry, FAM-aptamer displacement from GRK2. P25098. 0.59% of 330,000 active;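 active = inhibition of aptamer binding above 40%, roughly 3 SD of noise, on plates passing a quality check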;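 also: median bead fluorescence of bound FAM aptamer so fluorescent compounds give negative values; no value below 0 was filed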
Target sequence (P25098 whole entry, looked up): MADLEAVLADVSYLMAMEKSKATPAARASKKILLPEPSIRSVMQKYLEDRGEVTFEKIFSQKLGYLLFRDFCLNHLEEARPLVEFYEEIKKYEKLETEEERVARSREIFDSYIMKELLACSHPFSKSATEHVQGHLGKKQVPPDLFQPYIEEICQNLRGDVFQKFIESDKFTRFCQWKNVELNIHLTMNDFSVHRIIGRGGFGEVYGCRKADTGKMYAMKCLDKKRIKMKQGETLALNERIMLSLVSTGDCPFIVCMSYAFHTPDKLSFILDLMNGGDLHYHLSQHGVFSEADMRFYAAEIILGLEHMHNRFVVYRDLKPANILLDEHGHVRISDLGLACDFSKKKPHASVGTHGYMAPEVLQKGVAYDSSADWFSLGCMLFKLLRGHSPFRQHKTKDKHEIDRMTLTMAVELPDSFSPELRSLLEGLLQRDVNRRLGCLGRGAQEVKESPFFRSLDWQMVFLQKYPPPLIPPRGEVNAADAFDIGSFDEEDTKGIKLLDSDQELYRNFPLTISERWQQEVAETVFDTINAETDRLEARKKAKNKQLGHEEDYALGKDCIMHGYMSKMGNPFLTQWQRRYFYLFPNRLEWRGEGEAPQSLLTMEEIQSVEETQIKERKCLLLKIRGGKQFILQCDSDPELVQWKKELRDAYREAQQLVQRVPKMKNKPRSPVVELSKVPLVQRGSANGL
VLA-4 inh – inhibition in a human VLA-4 binding assay; P13612; VLA-4 expressing cells, ligand binding flow cytometry; inhibition, % (about 7 µM as worked out from the volumes in the protocol); 0.2% of 330,000 active; AID 2557; in the data active = inhibition above about 50%
CIT2 TOR yeast – alters CIT2-GFP fluorescence in TOR pathway yeast screen. S. cerevisiae CIT2-GFP strain, flow cytometry, 3 h; 100 means same as DMSO wells. GFP response vs DMSO, % at 10 µM. 0.065% of 320,000 active;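 active = GFP response relative to DMSO above a set limit, near the screen mean plus 3 SD, cut at about 150% in these data; inconclusive = Fewer than 70 cells measured for a yeast strain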;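 also: ratio of well median GFP fluorescence to mean of DMSO wells on the plate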
MEP2-GFP yeast – alters MEP2-GFP fluorescence in TOR pathway yeast screen. S. cerevisiae MEP2-GFP strain, flow cytometry GFP, 3 h; 100% = DMSO control level. GFP response vs DMSO, % at 10 µM. 0.51% of 330,000 active;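 active = GFP response versus DMSO above a set limit, roughly screen mean plus 3 SD, cut at about 180% in these data; inconclusive = fewer than 70 cells counted for a yeast strain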;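 also: median GFP fluorescence of the barcode-gated MEP2-GFP cells per well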
AGP1-GFP MLPCN – yeast TOR pathway AGP1-GFP modulation; 0.02% of 320,000 active; GFP response vs DMSO, % at 10 µM; S. cerevisiae AGP1-GFP multiplex flow cytometry, 3 h; GFP as percent of DMSO wells;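 active = GFP response relative to DMSO above a set limit, near screen average plus 3 SD, cut at about 150% in these data; inconclusive = fewer than 70 cells counted for the yeast strain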;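 also: median GFP channel fluorescence of the gated AGP1 strain per well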
The depositor's hits bear a star; ? = inconclusive; / = not tested or not shown; [ ] = remark or other dose.

no.	LAP4-GFP MLPCN	GASC-1 inh	RPL19A TOR yeast	GRK2 aptamer HTS	VLA-4 inh	CIT2 TOR yeast	MEP2-GFP yeast	AGP1-GFP MLPCN	SMILES
1	104	5	101	0	-10	102	104	105	Cc1noc(C)c1S(=O)(=O)Nc1ccc(C(=O)N2CCN(c3cccc(Cl)c3)CC2)cc1
2	110	-7	102	2	1	113	102	104	C/C(=N\Nc1nc2ccccc2nc1C)c1ccccc1O
3	101	1	93	0	21	93	100	103	N/C(COc1ccc(F)cc1)=N\NC(=O)c1cccnc1Oc1ccccc1
4	100	5	103	3	6	106	113	108	CCC1(C)Cc2ccccc2-c2[nH]c(=S)[nH]c(=O)c21 (centres undefined)
5	102	-6	105	3	2	103	105	99	CCC(Sc1nc(N)cc(=O)[nH]1)C(=O)NC(C(=O)OC)c1ccccc1 (centres undefined)
6	99	1	98	0	-2	104	102	102	Cc1cc(NC(=O)CSc2nnc(-c3ccccc3)n2C)no1
7	76	6	102	0	4	88	96	86	NS(=O)(=O)c1ccc(CCNC(=O)CN2CCN(c3ccc(F)cc3)CC2)cc1
8	86	6	90	0	26	95	95	86	O=C(CCN1C(=O)[C@@H]2Cc3ccccc3CN2C1=O)NCc1ccccc1Cl
9	95	-1	90	0	8	91	96	89	CC(C)COC(=S)Nc1ccccc1
10	107	/	98	0	-1	99	95	107	COc1ccc(N2CCN(C(=O)COC(=O)c3cnccn3)CC2)cc1
11	96	/	96	2	-3	100	96	101	O=C(O)CSc1nc2ccc(Cl)cc2[nH]1
12	102	-2	93	3	2	104	102	98	Cc1nc2cc(C(F)(F)F)ccc2n1C
13	96	-8	97	1	-5	96	100	97	COc1cc([N+](=O)[O-])ccc1NC(=O)COC(=O)c1ccc(NC(N)=O)cc1
14	68	-5	110	2	4	96	96	92	C/C(=N\NC(=O)c1ccc(O)cc1)c1ccc(NC(=O)Cc2ccccc2)cc1
15	101	-10	110	3	0	93	104	99	CC(C)Cc1nnc(NC(=O)Nc2ccccc2)s1
16	106	-6	103	0	25	104	104	107	CCN(CC)CCOCCOc1cc(C)c(Cl)c(C)c1
17	101	-6	98	3	9	92	103	101	CSc1cccc(NC(=O)N2CCCC(CNS(=O)(=O)Cc3ccccc3)C2)c1 (centres undefined)
18	82	13	92	1	-14	84	93	88	CCCCN1C(=O)/C(=C(/C#N)C(=O)N2CCCC2)c2ccccc21
19	105	6	99	1	18	109	102	108	O=C(Nc1ccc(S(=O)(=O)NC2=NCCCCC2)cc1)C1COc2ccccc2O1 (centres undefined)
20	104	21	104	0	4	102	108	107	CS(=O)(=O)N(Cc1ccc(Cl)cc1)c1ccc(C(=O)NCCSc2ccccn2)cc1
21	92	9	94	2	15	92	99	91	O=C(Cc1ccc(Cl)cc1)Nc1ccc(N2CCN(C(=O)c3ccco3)CC2)c(Cl)c1
22	89	-6	98	1	3	91	94	95	Cn1c(O)c(N=NC(=O)c2cccc(S(=O)(=O)N3CCCCC3)c2)c2ccccc21
23	85	-8	107	0	6	101	111	85	O=C1c2ccccc2C(=O)N1Cc1cc(Cl)c(O)c([N+](=O)[O-])c1
24	103	2	106	1	5	109	108	111	CCc1ccc(CN2CCCC(C(=O)Nc3ccc(-c4cscn4)cc3)C2)o1 (centres undefined)
25	102	-7	98	4	5	93	101	93	CC1=CC(C)(C)[N+](C)=CN1c1ccccc1
26	127	5	96	98*	3	86	95	96	O=[N+]([O-])c1cc(Cl)cc(/C=N/NC(=S)Nc2cc(S(=O)(=O)N3CCOCC3)ccc2Cl)c1O
27	100	5	96	0	4	101	102	101	CN(C)CCNc1nc(-c2ccccc2)nnc1C(F)(F)F
28	98	10	104	0	5	115	107	106	CC(C)C(C(=O)NC1=NCCS1)c1ccc(Cl)cc1 (centres undefined)
29	108	2	95	0	13	97	97	95	O=C(NNC(=O)c1csc(-c2cccnc2)n1)c1ccccc1
30	105	14	102	0	17	93	102	95	O=C1C2C(c3cccc(/C=C/c4ccccc4)c3)CC=CC2C(c2ccc(C(F)(F)F)cc2)N1Cc1ccccc1 (centres undefined)
31	92	0	98	0	1	103	100	97	CC(Oc1ccc(C#N)cc1)C(=O)N1CC=C(c2ccccc2)CC1 (centres undefined)
32	89	4	96	6	11	91	100	97	COc1ccc(Br)cc1C(=O)N/N=C/c1ccc([N+](=O)[O-])cc1
33	103	5	100	1	-5	98	102	106	CCOc1cc(/C=N/Nc2nc3ccccc3[nH]2)cc(Br)c1OCC(=O)N(C)C
34	92	-26	100	0	2	92	98	94	C#CCOC(=O)C(NC(=O)c1ccccc1)=C1CCCCC1
35	126	?	102	0	11	94	101	99	CCCCCOc1ccc(C(=O)CCN2CCOCC2)cc1
36	117	1	100	0	1	96	97	116	Cc1ccc(C)c(S(=O)(=O)N2CCN(C(=O)c3sccc3C)CC2)c1
37	113	-3	107	1	7	107	107	105	CCC(C)NC(=O)COC(=O)c1ccccc1OCC(=O)Nc1ccc(Br)cc1 (centres undefined)
38	103	-6	99	1	-13	111	99	113	CN(CC(=O)Nc1ccccc1Cl)C(=O)CCc1nc2ccccc2c(=O)[nH]1
39	107	-6	104	2	0	113	102	107	CCOC(=O)/C=C1\Nc2ccccc2OC1=O
40	97	9	98	2	-20	95	100	97	Nc1nnnn1/N=C/c1cccc(OCc2ccccc2Cl)c1
41	100	1	107	2	6	97	108	104	C=CCn1c(C)cc(C(=O)COC(=O)c2ccc(N)c([N+](=O)[O-])c2)c1C
42	95	4	96	0	3	95	99	94	CCOC(=O)CSc1nnc(CNc2ccccc2Cl)n1-c1ccccc1
43	104	/	99	4	12	100	103	100	O=C(NC(=S)NCc1ccc(Cl)cc1Cl)c1ccco1
44	104	-3	101	5	-6	101	104	101	NC(=O)c1oc2ccccc2c1NC(=O)C1CC(=O)N(c2ccccc2)C1 (centres undefined)
45	91	-3	93	4	3	/	95	92	CNC(=S)N1N=C(c2ccc(Br)cc2)CC1c1ccc(Br)cc1 (centres undefined)
46	104	19	97	0	3	100	102	108	CC(NCc1ccccc1OC1CCCC1)c1ccccc1 (centres undefined)
47	95	-2	76	1	8	99	137	83	CCN1CCN(C(=O)c2cc3c(=O)n4ccccc4nc3s2)CC1
48	101	1	100	1	-2	99	107	102	Cc1ccc(CNC(=O)c2nn(C)c3c2CS(=O)(=O)c2ccccc2-3)cc1
49	96	-19	96	0	0	92	97	90	Cc1c(Cl)cccc1-c1ccc(C(=O)N2CCN(c3ccc([N+](=O)[O-])cc3)CC2)o1
50	102	-8	101	1	0	98	100	101	O=C(O)CCn1nnc(-c2cccs2)n1
51	95	15	106	0	3	104	110	98	CCc1nnc(NC(=O)CCS(=O)(=O)c2ccccc2)s1
52	96	7	101	2	1	108	101	106	CC(=O)Nc1cc(C(=O)N2CCN(C)CC2)ccc1Sc1ccc(C)cc1
53	91	-23	101	0	-1	105	100	94	Cn1nccc1C(=O)N1CCCC(C(=O)c2cccc3ccccc23)C1 (centres undefined)
54	100	1	100	1	-1	106	101	97	COc1ccc(-c2nsc3c(N4CCCCC4)ncnc23)cc1
55	108	-1	81	4	11	67	96	91	CCCCN(C(=O)c1cc2c(s1)CCC2)c1c(N)n(CC(C)C)c(=O)[nH]c1=O
56	100	5	97	6	3	98	97	102	O=C(COC(=O)c1cc(S(=O)(=O)N2CCOCC2)ccc1Cl)NCCc1ccccc1
57	101	10	103	0	5	95	111	100	CCOc1cc(-c2nn3cnnc3s2)cc(OCC)c1OCC
58	135	26	96	1	8	73	100	87	COc1ccc(/C=C2/SC(=O)NC2=O)cc1
59	109	-4	100	1	1	92	103	97	COc1ccc(C)cc1NC(=O)c1ccc2c(=O)n3c(nc2c1)CCCCC3
60	96	16	103	2	12	99	112	92	CC(C)(O)CC[C@H](OC(=O)c1ccccc1)[C@](C)(O)[C@H]1CC[C@@]2(O)C3=CC(=O)[C@@H]4C[C@@H](O)[C@H](O)C[C@]4(C)C3CC[C@]12C (some centres undefined)

Two entries from above, with one line to a screen.
41. C=CCn1c(C)cc(C(=O)COC(=O)c2ccc(N)c([N+](=O)[O-])c2)c1C
56. O=C(COC(=O)c1cc(S(=O)(=O)N2CCOCC2)ccc1Cl)NCCc1ccccc1

screen / no.	41	56
LAP4-GFP MLPCN	100	100
GASC-1 inh	1	5
RPL19A TOR yeast	107	97
GRK2 aptamer HTS	2	6
VLA-4 inh	6	3
CIT2 TOR yeast	97	98
MEP2-GFP yeast	108	97
AGP1-GFP MLPCN	104	102

Remaining list, next part:
no.	LAP4-GFP MLPCN	GASC-1 inh	RPL19A TOR yeast	GRK2 aptamer HTS	VLA-4 inh	CIT2 TOR yeast	MEP2-GFP yeast	AGP1-GFP MLPCN	SMILES
61	78	3	106	0	10	104	89	86	Cc1cccc(C(=O)NCCc2n[nH]c(=S)n2C)c1
62	98	-4	99	3	9	101	101	101	COCCCNC(=O)CN1C(=O)/C(=C\c2ccc(C)cc2)Sc2ccccc21
63	97	2	97	1	7	97	101	98	CCCCCCCCNC(=O)C(CCC(=O)OCc1ccccc1)NC(C)=O (centres undefined)
64	58[may fluoresce violet]	4	36*[may fluoresce violet]	0	6	?	263*[may fluoresce violet]	?	O=C(O)CSCC(=O)N1N=C2/C(=C/c3ccccc3)CCCC2C1c1ccccc1 (centres undefined)

Of the compounds above, these have a Cl atom:
no.	LAP4-GFP MLPCN	GASC-1 inh	RPL19A TOR yeast	GRK2 aptamer HTS	VLA-4 inh	CIT2 TOR yeast	MEP2-GFP yeast	AGP1-GFP MLPCN	SMILES
1	104	5	101	0	-10	102	104	105	Cc1noc(C)c1S(=O)(=O)Nc1ccc(C(=O)N2CCN(c3cccc(Cl)c3)CC2)cc1
8	86	6	90	0	26	95	95	86	O=C(CCN1C(=O)[C@@H]2Cc3ccccc3CN2C1=O)NCc1ccccc1Cl
11	96	/	96	2	-3	100	96	101	O=C(O)CSc1nc2ccc(Cl)cc2[nH]1
16	106	-6	103	0	25	104	104	107	CCN(CC)CCOCCOc1cc(C)c(Cl)c(C)c1
20	104	21	104	0	4	102	108	107	CS(=O)(=O)N(Cc1ccc(Cl)cc1)c1ccc(C(=O)NCCSc2ccccn2)cc1
21	92	9	94	2	15	92	99	91	O=C(Cc1ccc(Cl)cc1)Nc1ccc(N2CCN(C(=O)c3ccco3)CC2)c(Cl)c1
23	85	-8	107	0	6	101	111	85	O=C1c2ccccc2C(=O)N1Cc1cc(Cl)c(O)c([N+](=O)[O-])c1
26	127	5	96	98*	3	86	95	96	O=[N+]([O-])c1cc(Cl)cc(/C=N/NC(=S)Nc2cc(S(=O)(=O)N3CCOCC3)ccc2Cl)c1O
28	98	10	104	0	5	115	107	106	CC(C)C(C(=O)NC1=NCCS1)c1ccc(Cl)cc1 (centres undefined)
38	103	-6	99	1	-13	111	99	113	CN(CC(=O)Nc1ccccc1Cl)C(=O)CCc1nc2ccccc2c(=O)[nH]1
40	97	9	98	2	-20	95	100	97	Nc1nnnn1/N=C/c1cccc(OCc2ccccc2Cl)c1
42	95	4	96	0	3	95	99	94	CCOC(=O)CSc1nnc(CNc2ccccc2Cl)n1-c1ccccc1
43	104	/	99	4	12	100	103	100	O=C(NC(=S)NCc1ccc(Cl)cc1Cl)c1ccco1
49	96	-19	96	0	0	92	97	90	Cc1c(Cl)cccc1-c1ccc(C(=O)N2CCN(c3ccc([N+](=O)[O-])cc3)CC2)o1
56	100	5	97	6	3	98	97	102	O=C(COC(=O)c1cc(S(=O)(=O)N2CCOCC2)ccc1Cl)NCCc1ccccc1
